# S1P4 agonist – S1P4 receptor agonists, primary screen, cell-based. S1P4-expressing cell line, agonist reporter assay. activation, % at 4.98 µM. 0.35% of 220,000 active. AID 1509, 2009. Sphingosine 1-phosphate receptor 4 (Homo sapiens), O95977; in the data active means activation above about 11%;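 further: 0% = DMSO vehicle and 100% = reference agonist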
# Ba/F3 V617F tox – reduced viability of JAK2V617F-dependent Ba/F3 cells, primary screen, JAK2V617F inhibitor project, cell-based, Ba/F3 EpoR-JAK2V617F, luminescence; ATP luminescence; inhibition, % at 5.6 µM; 1.1% of 220,000 active; AID 1446, 2008;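 active means inhibition above the campaign mean plus 3 SD over all tested compounds, cut at about 24% in these data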;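 further: cytokine-independent growth of Ba/F3 cells driven by EpoR plus mutant JAK2; 0% = DMSO-treated cells and 100% = JAK inhibitor I control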
# NPY-Y1 antag – NPY-Y1 receptor antagonists, primary screen, cell-based; HEK293-CNG Y1 cells, membrane potential fluorescence; NPY at EC95, then isoproterenol; inhibition, % at 3.6 µM; 1% of 200,000 active; AID 1040, 2008;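 active means inhibition above the campaign mean inhibition of all tested compounds plus 3 SD, cut at about 20% in these data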;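 further: 0% = DMSO wells given NPY plus isoproterenol and 100% = isoproterenol alone without NPY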
# Target sequence (P25929 whole entry, looked up): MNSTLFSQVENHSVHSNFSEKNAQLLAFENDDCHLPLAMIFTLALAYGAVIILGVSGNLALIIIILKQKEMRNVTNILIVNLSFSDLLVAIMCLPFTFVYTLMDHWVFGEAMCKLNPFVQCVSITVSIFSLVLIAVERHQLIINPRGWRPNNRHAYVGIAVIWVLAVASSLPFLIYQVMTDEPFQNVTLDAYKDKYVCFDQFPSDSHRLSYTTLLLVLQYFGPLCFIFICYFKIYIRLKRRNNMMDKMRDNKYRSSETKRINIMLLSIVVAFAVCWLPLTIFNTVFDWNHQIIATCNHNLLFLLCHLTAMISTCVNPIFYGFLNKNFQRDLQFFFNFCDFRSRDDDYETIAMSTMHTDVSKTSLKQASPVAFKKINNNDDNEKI
#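 Material: HEK293 cells with Y1 receptor plus CNG channel; times: compound incubation 1 h at room temperature, readout 45 min post-stimulation; signal: fluorescence, membrane potential probe; read-out basis: fluorescence ratio normalized to % inhibition between controls; benchmarks: full-block control isoproterenol-only wells, zero-block control NPY plus isoproterenol wells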
# CHOP inh – inhibitors of CHOP promoter induction, primary screen, cell-based, unfolded protein response, luciferase reporter; 3.8% of 220,000 active; inhibition, % at 10 µM; CHO-K1 CHOP-promoter luciferase, tunicamycin-induced, 15-18 h;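 active means compounds that reduced the stress-induced luciferase reporter signal by more than about 70% of percent inhibition, limit read from the data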;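 further: 0% = tunicamycin plus vehicle and 100% = wells without tunicamycin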
# NPY1 pot ag – NPY-Y1 receptor potentiators or agonists, primary screen, cell-based; AID 1304, 2008; NPY-Y1 expressing cells, potentiator/agonist activation; 0.37% of 220,000 active; activation, % at 3.6 µM; in the data active means activation above about 33%, passing the limit was not always enough;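 further: cells stimulated with NPY at EC10 then isoproterenol at EC100; 0% = low agonist plus stimulus and 100% = saturating agonist plus stimulus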
# BaF3 parental – parental Ba/F3 cell viability inhibition, counter-screen for JAK2V617F inhibitor project, murine pro-B, CellTiter-Glo luminescence; CellTiter-Glo ATP luminescence; 1.1% of 220,000 active; inhibition, % at 5.6 µM; AID 1486, 2009;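 active means inhibition above a per-campaign cutoff, the mean inhibition of all tested compounds plus 3 SD, cut at about 27% in these data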;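 further: 0% = DMSO wells and 100% = JAK Inhibitor I control wells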
# S1P4 antagonist – S1P4 receptor antagonists, primary screen, cell-based. S1P4-expressing cells, antagonist mode, reporter read-out. Sphingosine 1-phosphate receptor 4 (Homo sapiens), O95977. 0.26% of 220,000 active. inhibition, % at 4.98 µM; in the data active means inhibition above about 29%;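 further: 0% = wells stimulated with agonist and 100% = vehicle wells without agonist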
# NPY2 pot ag – NPY-Y2 potentiators or agonists, primary screen, cell-based; AID 1359, 2008; activation, % at 3.6 µM; cells expressing NPY-Y2, potentiator/agonist read-out; Neuropeptide Y receptor type 2 (Homo sapiens), P49146; 0.45% of 220,000 active; in the data active means activation above about 27%;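 further: cells stimulated with NPY near EC25 plus isoproterenol at EC100; 0% = vehicle plus submaximal agonist and 100% = vehicle plus saturating agonist; some results beyond the cut were filed as inactive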
# NCF1 inh – p47phox/p22phox peptide binding inhibitors, primary screen, biochemical, uHTS, NADPH oxidase regulatory subunit | fluorescence polarization, 2 h | inhibition, % at 24.7 µM | 0.53% of 220,000 active;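 active means inhibition above about 30%, limit read from the data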;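 further: 0% = p47phox with labelled peptide and 100% = labelled peptide alone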
# Target sequence (P14598 whole entry, looked up): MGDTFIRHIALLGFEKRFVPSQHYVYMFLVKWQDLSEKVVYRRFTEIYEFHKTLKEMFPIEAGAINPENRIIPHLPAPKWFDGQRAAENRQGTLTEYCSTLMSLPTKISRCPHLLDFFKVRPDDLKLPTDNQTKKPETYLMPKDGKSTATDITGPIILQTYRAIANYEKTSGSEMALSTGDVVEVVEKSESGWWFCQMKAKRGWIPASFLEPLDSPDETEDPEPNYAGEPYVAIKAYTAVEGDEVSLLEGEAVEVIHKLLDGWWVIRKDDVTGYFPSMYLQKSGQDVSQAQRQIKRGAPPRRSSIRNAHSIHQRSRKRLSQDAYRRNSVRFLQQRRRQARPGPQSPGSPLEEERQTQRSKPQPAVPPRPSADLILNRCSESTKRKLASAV
# * marks the source's active call; other numbers are inactive results; · = no result given; & = joins results of further samples.
SMILES,S1P4 agonist,Ba/F3 V617F tox,NPY-Y1 antag,CHOP inh,NPY1 pot ag,BaF3 parental,S1P4 antagonist,NPY2 pot ag,NCF1 inh
CCOc1ccc(OCCN2C(=O)NC(Cc3c[nH]c4ccccc34)C2=O)cc1 (stereo not given),0.1,-1,-2,-5,15,6,3,-2,-3
CCOC(=O)Cc1nnc(NC(=O)Nc2ccccc2)s1,-0.4,2,-5,19,2,3,-11,6,-6
O=C(NNC(=O)c1ccc2nonc2c1)Nc1ccc(Cl)cc1,3.8,-6,·,14,-5,0,-2,-22,-5
O=C(CN1CCC(C(=O)c2cccc(Cl)c2)CC1)Nc1cccc(C(=O)O)c1,1.0,-2,-1,0,8,6,-10,1,2
CC(=O)Nc1ccc(NC(=O)[C@@H]2CCCC[C@@H]2C(=O)O)cc1,-1.9,-1,2,1,-2,5,-1,-2,-17
CCC(=O)Nc1nc(-c2ccccc2)nc(SC)c1C(C)=O,2.8,-1,4,11,5,2,-22,5,-8
CC1(C)Oc2ccc(/C=C/C(=O)N3CCOCC3)c(O)c2C(N2CCOCC2)C1O (stereo not given),0.3,1,2,-19,3,2,-11,7,-14
O=C(Nc1cccnc1)c1cnc2ccccc2n1,2.2,-2,0,7,8,2,-20,10,-9
COc1cccc2cc(C(C)N(CCCN3CCOCC3)C(=S)Nc3cccc(C)c3C)oc12 (stereo not given),-1.4,6,3,31,-9,7,7,4,-16
CC1Cc2cc(/C=C3/SC(N4CCC(C(N)=O)CC4)=NC3=O)ccc2O1 (stereo not given),2.0,-4,·,-8,8,-1,-7,-14,-16
Cc1nn(-c2nc3ccccc3s2)c(C)c1Oc1ccccc1O,0.3,-2,-7,·,18,3,-17,14,-6
CSc1ccc(CN(C)CC(=O)NC(C)c2ccccc2)cc1 (stereo not given),-1.2,1,12,-8,-12,4,-7,-12,-5
O=C(O)c1ccc2c(=O)n(-c3ccc(F)c(Cl)c3)c(=S)[nH]c2c1,0.0,-3,·,-9,-6,-6,5,-7,-11
CCOCc1nnc(NS(C)(=O)=O)s1,0.2,-3,-5,-20,2,2,-9,6,-5
Clc1ccc(-c2nnc3cccc(Cl)n23)c(Cl)c1,1.4,-3,2,53,5,0,-6,-3,-11
O=C(Cc1cn2ccsc2n1)Nc1nc2c(s1)CN(Cc1ccccc1)CC2,2.1,2,1,18,2,2,-3,7,-15
CC(=O)Nc1ccc(-c2ccc3nnc(C)n3n2)cc1,-2.0,-2,-6,-26,-9,-1,-8,-10,-29
COC(=O)c1ccc(C2C(C(=O)c3cc4ccccc4o3)=C(O)C(=O)N2CCCN(C)C)cc1 (stereo not given),0.4,3,-4,22,-3,5,-13,-14,3
Cc1ccccc1Nc1cc(C(=O)NCC2CCCO2)c2ccccc2n1 (stereo not given),-0.1,0,·,-5,-4,-1,9,0,-5
c1ccc(-c2nc3c4ccccc4ccn3c2CN2CCCCC2)cc1,0.4,-5,·,69,-25,0,10,-38,-7
Cc1noc(C)c1C(=O)OCC(=O)NCCC1=CCCCC1,1.4,-6,0,-11,-3,2,0,-13,-1
O=C(NNc1cccc(Cl)n1)C(F)(F)F,-0.9,-1,3,-12,-12,4,-19,-18,-2
CS(=O)(=O)NN1C(=O)c2ccccc2NC1c1cccs1 (stereo not given),-0.4,1,-5,0,-24,7,2,-10,-9
COC(=O)c1ccc(NS(=O)(=O)c2cccc3cccnc23)cc1,-1.9,-2,0,20,-11,4,8,9,49*
Cc1ccccc1Cn1cc(NC(=O)c2noc3c2CC(C(C)(C)C)CC3)cn1 (stereo not given),-0.7,-3,8,86*,-13,3,-25,-3,-11
O=C(Cc1ccc(Cl)cc1)Nc1ccc2c(c1)C(=O)NC2=O,1.4,-3,-1,15,11,-4,5,10,9
O=C(CN1CCN(S(=O)(=O)c2ccc(F)cc2)CC1)Nc1ccc2c(c1)OCCO2,0.5,6,-2,-8,-12,4,14,-7,-19
O=S(=O)(NC(=NCc1ccccc1)c1ccccc1F)c1ccccc1,1.3,-3,1,4,8,3,-21,7,-6
O=C(CCS(=O)(=O)Cc1ccc(Cl)cc1)NCCc1ccccc1,-0.1,-1,-3,14,6,4,-16,0,-10
c1ccc(CCN(Cc2ccccc2)Cc2nc(C3CC3)no2)cc1,-2.2,-5,19,20,2,-1,-2,-7,3
C/C(=N\Nc1nc2c(s1)CCCC2)c1ccc(Cl)cc1,6.2,5,18,43,17,2,-19,5,-24
CSc1nc(-c2ccc(F)cc2)cc(=O)[nH]1,-1.4,-2,8,-2,-18,-3,6,2,-6
COc1ccc(NC(=O)C2CC(c3ccc(OC)c(OC)c3)=NO2)cc1OC (stereo not given),1.4,-4,2,39,2,-2,-16,2,-8
CCOc1ccc(-n2c(C)cc(/C=C3/C(=N)N4C(=NC3=O)SN=C4S(C)(=O)=O)c2C)cc1,1.9,-1,-3,22,10,3,-10,-5,-53
COc1cccc(NC(=O)c2ccccc2-c2ccccc2)c1,-1.0,7,-1,6,-6,8,2,-26,1
COc1ccc(-n2c(SCC(=O)C(C)(C)C)nc3ccsc3c2=O)cc1,1.1,-3,5,14,-1,-2,-11,4,-5
NS(=O)(=O)c1ccc(CNC(=O)/C=C/c2ccc(S(=O)(=O)N3CCOCC3)cc2)cc1,0.7,0,·,10,0,-5,9,-11,5
Cc1ccccc1-n1c(=O)cc(N2CCc3ccccc3C2)[nH]c1=O,-0.6,-1,-2,-11,15,6,-23,10,-2
O=C1c2ccccc2C(=O)N1CN(C(=O)COc1ccccc1)c1ccc(F)cc1,2.6,2,4,11,12,6,-23,-2,-6
CCOC(=O)N/N=C1\CCS(=O)(=O)c2ccc(Cl)cc21,1.0,2,·,5,5,-8,1,1,-15

# Brought forward from above: two entries, followed by the next part.
SMILES,S1P4 agonist,Ba/F3 V617F tox,NPY-Y1 antag,CHOP inh,NPY1 pot ag,BaF3 parental,S1P4 antagonist,NPY2 pot ag,NCF1 inh
O=C1c2ccccc2C(=O)N1CN(C(=O)COc1ccccc1)c1ccc(F)cc1,2.6,2,4,11,12,6,-23,-2,-6
CCOC(=O)N/N=C1\CCS(=O)(=O)c2ccc(Cl)cc21,1.0,2,·,5,5,-8,1,1,-15
CC1CC(C)CN(CCOCCSc2ccccc2)C1 (stereo not given),-0.4,0,14,7,-12,7,2,-6,-6
Cc1cc(/C=N/Nc2nc(N)ncc2[N+](=O)[O-])c(C)n1-c1cccc(C(F)(F)F)c1,1.2,4,·,98*,30,6,-19,20,6
CCSc1nnc(NC(=O)CSc2nc(C)cc(C)n2)s1,0.9,3,6,21,-17,3,-2,-1,0
COCCn1c(-c2ccc(C#N)cc2)nc2c1c(=O)[nH]c(=O)n2Cc1ccccc1,0.7,3,6,21,5,3,-13,-22,4
CC(C)CC(C)NC(=O)c1ccc(C(F)(F)F)cc1 (stereo not given),-1.6,-2,·,-7,8,-5,-16,-19,4
Cc1cc(OCC(=O)N(C)C2CCCCC2)cc(C)c1Cl,-0.4,-2,9,-22,2,0,-12,-3,-12
Cc1ccc(-n2c(Cc3cccn3C)nnc2SCC(=O)N2CCc3ccccc32)cc1,-1.8,-2,5,·,-9,4,3,6,·
O=c1/c(=C/c2ccc([N+](=O)[O-])cc2)sc2n1CCCN=2,-0.3,0,-1,-4,15,2,34*,-12,-4
C[C@H]1COC2=C1C(=O)C(=O)c1c2ccc2c1CCCC2(C)C,-0.1,-2,4,-8,8,-6,5,-2,2
CCOC(=O)/C(C#N)=N/Nc1ccccc1C#N,-1.0,-4,·,8,-3,2,-5,-9,-2
O=C(Nc1ccc(NC(=O)c2ccco2)cc1)c1ccc2c(c1)OCCO2,1.4,2,-5,62,-2,6,-3,-4,-83
Cc1ccc(-c2csc(N(C)C(=O)c3c(C)nn(-c4ccccc4)c3Cl)n2)cc1,-1.9,-3,8,-61,4,5,-16,-16,-16
COCCN1C2=C(COC(C)(C)C2)C(=S)NC1c1ccccc1 (stereo not given),0.0,-4,·,13,15,0,-4,-9,-8
COC(=O)c1ccc(COc2ccccc2/C=C(\C#N)C(=O)Nc2c(C)cc(C)cc2C)cc1,-0.5,6,0,6,-4,8,-1,-14,7
Cn1c(SCC(=O)c2ccc3c(c2)Cc2ccccc2-3)nnc1-c1ccccc1,0.5,2,11,-5,7,-1,-5,-13,7
CSc1n[nH]c(NCc2ccccc2)n1,0.9,-6,-2,25,-8,-2,-18,7,-4
CN1CCN(C(=O)CN(CCc2ccccc2)S(C)(=O)=O)CC1,0.2,-2,0,3,15,2,-12,-3,-6
COC(=O)c1c(NC(=O)CSc2n[nH]c(N)n2)sc(C)c1C,0.8,2,2,-4,3,1,-19,7,-3
CC(Oc1ccc(Cl)cc1)C(=O)NCCCn1ccnc1 (stereo not given),-1.9,-2,0,-94,-4,3,0,7,-12
CCc1ccc(N(C(C)=O)c2nc(CCl)cs2)cc1,-2.9,0,6,-20,15,5,-18,5,2

# Records listed above marked active in S1P4 antagonist:
SMILES	S1P4 agonist	CHOP inh	NPY1 pot ag	S1P4 antagonist	NPY2 pot ag	NCF1 inh
O=c1/c(=C/c2ccc([N+](=O)[O-])cc2)sc2n1CCCN=2	-0.3	-4	15	34*	-12	-4

# Other records follow.
SMILES,S1P4 agonist,Ba/F3 V617F tox,NPY-Y1 antag,CHOP inh,NPY1 pot ag,BaF3 parental,S1P4 antagonist,NPY2 pot ag,NCF1 inh
CCCCCn1c(=S)[nH]c2ncccc2c1=O,-1.1,-5,-5,26,-8,-5,-12,7,-13
Cc1ccc(Sc2ccncc2S(N)(=O)=O)cc1,1.8,-4,2,8,3,0,-5,10,-9
Cc1ccc(C)c(OCC(O)CN2CCC(CN3C(=O)c4cccc5cccc(c45)C3=O)CC2)c1 (stereo not given),-0.7,-2,-2,76*,5,6,-24,24,-5
Cn1cccc1Cc1nnc(SCC(=O)Nc2cccc(Cl)c2)n1-c1ccc(F)cc1,-1.3,-6,-4,75*,19,2,6,18,-23
COc1ccc(-c2cc(C(=O)Nc3cc(C)on3)no2)cc1,1.2,1,5,18,-23,6,-10,-1,-4
COC(=O)c1cc(NC(=O)C23CCC(C)(C(=O)O2)C3(C)C)cc(C(=O)OC)c1 (stereo not given),-0.2,6,2,29,0,10,-3,-16,-9
Cc1c(C(=O)N2CCOCC2)oc2c1C(=O)CC(C)(C)C2,-1.5,-3,-4,-16,3,3,-7,-16,6
COc1cc2nc(N3CCN(C(=O)C4CCCO4)CC3)nc(N)c2cc1OC (stereo not given),1.4&0.8&0.4,4&5&1,2&4&1,10&21&-8&-9,-20&-2&7,7&9&-1,-12&-5&-4,4&5&11,11&3&9
CC(NC(=O)CNC(=O)C1O[C@@H]2OC(C)(C)O[C@@H]2[C@H]2OC(C)(C)O[C@@H]12)C(=O)O (stereo not given in full),-0.9,-1,-6,-9,1,1,-3,-1,0
Cc1cc2c(=O)n(Cc3ccco3)c(SCC(=O)c3ccc(Cl)s3)nc2s1,0.4,-1,6,38,-25,1,17,-3,-50

# Screens as filed in PubChem BioAssay.
